High-throughput results from PubChem BioAssay.
Rad51 HR inh – human RAD51 strand exchange inhibitors, primary screen, biochemical, fluorescence; hRad51 DNA strand exchange, fluorescence dequenching; hit rate 0.085% among 200,000; AID 1385, 2008; inhibition, % at 10 µM;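 active means inhibition above 40% at the single screening dose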;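 further: 0% = DMSO control wells and 100% = blanks with heterologous ssDNA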
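Test system: preformed human Rad51 ssDNA filaments. Compound dosing: single dose, 10 µM final compound. Incubation: filaments 15 min 37 °C, then compound 30 min. Technique: FRET fluorescence dequenching, excitation 485 nm, emission 520 nm. Read-out basis: percent inhibition from fluorescence, normalised to plate control and blank means. Benchmarks: plate controls and plate blanks.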
L929 necroptosis – inhibitors of zVAD-triggered necroptosis, primary screen, L929 cells; L929 zVAD necroptosis rescue, ATP luminescence, 24 h; with zVAD 60 µM; hit rate 0.38% among 220,000; viability rescue, % at 10 µM;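 active means activation, scaled between plate controls, above about 75%, limit read from the data; inactive means activation under that limit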;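 further: 0% = zVAD with DMSO and 100% = DMSO alone without zVAD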
MDM2 E3 inh – MDM2-luciferase reporter signal enhancers, primary screen, MDM2 E3 ligase inhibitor project, cell-based, luminescence, 1536-well | cell-based MDM2 ubiquitination luciferase reporter, 2 h; 0 = plate control, 100 = twice control, blank-subtracted | E3 ubiquitin-protein ligase Mdm2 (Homo sapiens), Q00987 | signal enhancement, % at 5 µM | hit rate 0.11% among 210,000;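 active means signal enhancement of 30% or more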;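 further: luminescence tracks abundance of the self-degrading MDM2-luciferase fusion protein; higher signal means inhibition of MDM2 E3 ligase activity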
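Material: Stable MDM2–luciferase fusion reporter cells | Amount: 2000 cells seeded into each well | Dosing: One concentration, 5 µM, with 0.2% DMSO | Incubation: 4 h cell settling then 2 h compound exposure, 37 °C | Measured by: Luciferase luminescence | Read-out basis: % enhancement relative to plate controls after blank subtraction | Benchmarks: Control and blank well means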
EBV gp42 inh – Epstein-Barr virus gp42 inhibitors, primary screen, biochemical, uHTS, fluorescence polarization. Fluorescence polarization binding assay, mP read-out. inhibition, % (tested at 21.74 µM). hit rate 0.42% among 220,000; in the data active means inhibition above about 50%
eIF4E 4G PPI – eIF4E–eIF4G protein interaction inhibitors, primary screen, biochemical, uHTS, TR-FRET, eIF4GI fragment | TR-FRET eIF4E-eIF4GI(517-606) binding, 2 h | inhibition, % at 21.7 µM | hit rate 0.37% among 220,000;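 active means inhibition above about 30%, limit read from the data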;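 further: 0% = full FRET control wells and 100% = background wells lacking eIF4GI fragment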
KCC2 mod – KCC2 cotransporter modulators, thallium flux, primary screen, cell-based, HEK293 KCC2, FluoZin-2 fluorescence, MLSMR; KCC2 cells, thallium flux FluoZin-2 fluorescence; hit rate 2.2% among 190,000; Solute carrier family 12 member 5 (Homo sapiens), Q9H2X9; B-score of Tl+ flux slope (higher = more flux/activation; lower = inhibition) at 10 µM;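 active means thallium flux slope and its plate-corrected score both differing from the plate sample mean at a set confidence after two filtering rounds, in either direction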;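 further: slope of fluorescence scaled to starting intensity during 10 to 20 s after thallium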
Target sequence (Q9H2X9 whole entry, looked up): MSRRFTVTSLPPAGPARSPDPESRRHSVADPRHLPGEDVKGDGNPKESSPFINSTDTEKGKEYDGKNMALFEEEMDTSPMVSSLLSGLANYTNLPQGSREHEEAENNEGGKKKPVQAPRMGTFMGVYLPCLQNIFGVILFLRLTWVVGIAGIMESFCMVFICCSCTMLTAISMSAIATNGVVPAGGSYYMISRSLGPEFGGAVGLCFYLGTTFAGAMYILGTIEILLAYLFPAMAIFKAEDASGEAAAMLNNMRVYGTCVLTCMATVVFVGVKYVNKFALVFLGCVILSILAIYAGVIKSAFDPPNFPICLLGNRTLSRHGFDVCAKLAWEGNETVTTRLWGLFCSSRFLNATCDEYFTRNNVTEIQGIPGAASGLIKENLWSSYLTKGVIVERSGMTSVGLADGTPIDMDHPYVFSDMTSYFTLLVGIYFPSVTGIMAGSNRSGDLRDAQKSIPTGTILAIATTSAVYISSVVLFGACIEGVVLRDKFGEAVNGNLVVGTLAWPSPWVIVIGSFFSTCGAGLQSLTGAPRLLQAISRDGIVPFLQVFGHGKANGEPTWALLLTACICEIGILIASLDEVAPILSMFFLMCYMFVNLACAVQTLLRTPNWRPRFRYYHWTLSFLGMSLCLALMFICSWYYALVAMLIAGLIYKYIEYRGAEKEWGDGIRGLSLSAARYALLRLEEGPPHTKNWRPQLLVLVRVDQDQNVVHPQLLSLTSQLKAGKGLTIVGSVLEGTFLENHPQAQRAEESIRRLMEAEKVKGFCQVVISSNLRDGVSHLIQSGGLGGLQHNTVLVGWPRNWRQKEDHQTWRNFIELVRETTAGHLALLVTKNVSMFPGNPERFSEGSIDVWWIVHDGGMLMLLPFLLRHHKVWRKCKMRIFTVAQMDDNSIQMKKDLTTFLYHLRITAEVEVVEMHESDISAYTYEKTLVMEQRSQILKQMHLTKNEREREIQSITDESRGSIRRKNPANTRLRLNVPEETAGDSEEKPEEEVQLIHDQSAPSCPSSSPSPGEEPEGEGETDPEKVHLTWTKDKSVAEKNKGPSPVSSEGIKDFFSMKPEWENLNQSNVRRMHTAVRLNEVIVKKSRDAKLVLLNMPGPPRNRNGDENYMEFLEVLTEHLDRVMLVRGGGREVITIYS
Calpain2 inh – inhibitors of pig calpain II, primary screen, biochemical, fluorogenic peptide substrate, 1536-well; purified calpain II, 30 min; inhibition, % at 16 µM; hit rate 0.37% among 220,000; AID 1236, 2008;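 active means inhibition above about 50%, limit read from the data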
PERK inhibitor – block of dimerizer-induced PERK translation repression, primary screen, PERK inhibitor project, CHO PERK-DD cells, SEAP luminescence, HTS; Eukaryotic translation initiation factor 2-alpha kinase 3 (Homo sapiens), Q9NZJ5; CHO PERK-DD fusion, SEAP luminescence translation reporter; inhibition, % at 5.6 µM; hit rate 0.17% among 220,000; AID 1416, 2008;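 active means inhibition above the mean inhibition of all tested compounds plus 3 SD, set separately per screening campaign, cut at about 2.9% in these data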;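 further: PERK kinase domain activated by AP20187 dimerizer at 100 nM; 0% = DMSO with dimerizer and 100% = rapamycin at 8.4 µM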
TNF death inh – inhibitors of TNF-alpha triggered necroptosis, primary screen, cell-based, Jurkat FADD-/-, single concentration; Jurkat FADD-/- TNF necroptosis rescue, ATP luminescence, 24 h; 0 = TNF only, 100 = no-TNF cells; activation (protection from cell death), % at 10 µM; hit rate 0.068% among 220,000;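 active means activation, meaning protection from cell death, of at least 50% relative to plate controls; inactive means activation below 50%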;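 further: necroptosis triggered by 40 ng/mL TNF-alpha added together with compound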
Active calls of the source: *; i = inactive; / = not tested or not shown; & = joins results of further samples; [ ] = dose if it differs, or a comment.

SMILES	Rad51 HR inh	L929 necroptosis	MDM2 E3 inh	EBV gp42 inh	eIF4E 4G PPI	KCC2 mod	Calpain2 inh	PERK inhibitor	TNF death inh
Cc1ccccc1OCC(=O)N/N=C/c1cn(C)c2ccccc12	/	0.1	-1.1	1.0	-1.2	1.31	-15.5	0.8	1.8
CCCCn1ccnc1C(=O)c1ccc(S(=O)(=O)N(CCOC)CCOC)cc1	/	-0.2	-11.2	-13.4	0.6	-0.14	-11.5	-0.8	-3.5
CC(=O)Nc1ccc(S(=O)(=O)N=S(C)C)cc1	-1.8	0.0&-0.1	0.3	-0.9&-12.9	-9.7&5.8	0.848	-4.5&17.5	1.7&-0.4	1.1&-2.9
O=C1C2C3CCC(C3NCc3ccccc3)C2C(=O)N1Cc1ccccc1 (stereo unspecified)	5.3	0.0	-2.5	-13.7	1.0	0.319	34.1	0.2	-3.4
O=C(CSc1ncccn1)Nc1ccccc1	-3.9	0.5	-15.3	-21.6	-5.9	0.69	-29.1	0.6	1.2
CCOC(=O)N1CCN(C(=O)CSc2ccc3nnc(-c4ccccn4)n3n2)CC1	0.6	1.3	-6.1	-13.8	-3.7	-1.83	-99.9	0.2	-1.2
Cn1c(=O)n(Cc2ccccc2)c(=O)c2c1nc1n2CCCN1Cc1ccccc1	-2.1	-0.4	-14.9	-13.6	-4.9	0.0247	6.0	-0.7	-3.1
COc1cccc(CNc2ccc(S(N)(=O)=O)cc2)c1OCc1ccccc1F	-2.4	-0.3	-7.0	12.2	1.1[fluorescence artefact?]	0.189	30.1	0.4	-0.5
COc1cc(C=O)ccc1OCCSc1ccc(Cl)cc1	-5.5	-0.2	-0.2	6.2	-0.7	-1.24	-14.4	1.9	-5.1
O=C(CCC(=O)c1cccs1)NC(c1ccccc1)c1ccccc1	5.7	0.5	-3.8	-21.2	4.7	0.774	-2.0	-1.3	-0.8
CCCCn1c(=O)[nH]c(=O)c2c1nc(-c1ccc3ccccc3c1)n2CC	11.4	0.9	-1.2	-5.3	-1.0	-0.461	-220.1	-0.6	-3.7
COc1ccc(N2CCN(C(CNC(=O)c3ccco3)c3cccnc3)CC2)cc1 (stereo unspecified)	-4.6	-0.3	-10.4	-4.2	-3.2[fluorescence artefact?]	/	-36.8	-0.3	0.2
O=[N+]([O-])c1cccc(-c2n[nH]c(=S)n2-c2ccccc2)c1	12.8	-0.2	-9.5	0.5	2.0	0.223	-23.9	1.3	2.5
O=C(NC(=S)N1CCN(Cc2ccccc2)CC1)c1cccnc1	-12.8	1.8	-1.4	-6.6	-2.4	-0.226	32.3	-1.2	-0.7
N=c1oc2ccccc2cc1-c1nc2ccccc2c(=O)[nH]1	-5.8	1.3	-7.6	-17.1	-3.1	/	3.0	1.4	-4.9
COC(=O)CCC(=O)NN1C(=O)c2ccccc2C1=O	-10.8	0.9	-12.4	-11.3	2.9	-1.37	12.9	1.3	1.5
O=C1CC(C(=O)N(c2cccc(F)c2)C(C(=O)NC2CCCC2)c2ccccn2)CS1 (stereo unspecified)	-2.7	0.7	5.3	-23.1	2.6	0.152	-11.2	-0.5	1.0
O=C(NCc1ccccn1)c1cc(-c2ccc(Cl)cc2)nc2ccccc12	2.6	1.0	-7.1	-13.0	6.0	/	-17.7	-1.2	2.2
CCC1(C)NC(=O)N(CC(=O)Nc2sc3c(c2C(=O)OC)CCCCC3)C1=O (stereo unspecified)	-0.8	1.6	-18.0	-16.6	-4.2	1.47	1.9	0.0	-0.1
O=C(NC(=S)Nc1ccc(N2CCOCC2)c(Cl)c1)C(c1ccccc1)c1ccccc1	-6.3	-0.1	-19.4	9.1	-2.6	0.778	-40.4	-1.1	0.1
CC(C)C(=O)NC(=S)Nc1ccccc1C(=O)NC1CCCCC1	/	/	-6.1	-0.6	-0.1	0.989	-14.8	-0.4	3.8
Cc1cc(Oc2ccc(=O)n(C)n2)nc(SCc2ccccc2)n1	5.2	1.3	-0.7	-3.5	2.5	1.56	-9.5	0.9	-1.8
CC(=Nc1cccc(O)c1)c1sc2ccccc2c1O	/	0.2	-14.0	-26.9	-6.5[fluorescence artefact?]	/	-23.3	-0.1	-2.6
Cn1cc(CN2CCC(O)CC2)c(-c2ccc(Oc3ccccc3)cc2)n1	-7.5	-1.4	-8.0	4.8	5.2	-1.78	13.1	-0.3	1.4
CN(C)CCCSc1nc2ccccc2s1	13.2	-0.6	-5.0	-3.9	-1.0	0.118	-21.8	1.9	2.0
CCN(C(=O)CC(C)C)c1nnc(Cn2nnc3ccccc32)s1	2.8	-1.7	-34.2	-15.5	-0.3	-1.02	1.5	-0.2	-3.5
C=CCOc1ccc(C2/C(=C(\O)c3c(C)[nH]c(C(=O)OC)c3C)C(=O)C(=O)N2CCN(C)C)cc1 (stereo unspecified)	0.1	0.2	-30.5	-2.3	-0.4	-0.791	-0.1	0.7	-1.9
S=c1[nH]nc(-c2cccc(Cl)c2)n1/N=C/c1ccc(-c2ccccc2Br)o1	-0.9	1.2	0.1	-8.9	10.3	0.675	-3.9	2.0	-3.1
CC(C)(C)OC(=O)N[C@@H](Cc1ccccc1)C(=O)NCC1CCC(C(=O)O)CC1 (stereo partly specified)	-1.9	0.2	-13.9	-12.2	-2.5	0.549	-11.6	1.4	0.7
COc1ccccc1CC(=O)Nc1ccc(-c2nnc(-c3ccco3)o2)cc1	9.3	1.4	-24.2	0.4	4.0	/	-72.8	-1.3	-4.3
O=C(NCCC1=CCCCC1)C(=O)NCc1ccccc1Cl	/	0.2	-17.3	-14.8	1.3[fluorescence artefact?]	/	4.9	0.6	1.9
COc1ccc(N2C(=O)CC(N(CCc3ccc(S(N)(=O)=O)cc3)C(=S)Nc3ccccc3)C2=O)cc1 (stereo unspecified)	8.1	0.8	-10.7	-5.2	-7.4	2.98	-2.4	0.0	2.1
Cc1noc2ncnc(N3CCCCC3)c12	7.8	3.6	-1.1	-0.8	-2.3	2.01	-12.2	0.2	-0.1
CCOc1cc(/C=C(/C#N)c2ccc(Cl)cc2)cc(Cl)c1OCC(=O)O	/	0.3	-16.9	-13.0	2.2	-1.52	50.5*	1.0	-1.1
CSc1nncc(-c2ccc(F)c(F)c2)n1	-3.2	2.7	-14.9	-40.6	-4.5	/	12.5	0.8	0.5
O=c1c2ccccc2c(-c2ccccc2)nn1-c1cc(Cl)ccc1[N+](=O)[O-]	-1.5	1.5	-2.0	-10.0	-1.0[fluorescence artefact?]	-0.175	25.9	-0.5	-1.4
O=C(NC1CCCc2ccccc21)C12CC3CC(CC(O)(C3)C1)C2 (stereo unspecified)	4.2	0.9	-6.9	-5.7	-1.7	-0.058	-20.5	-0.1	-2.2
N/C(Cc1nc(-c2ccc(Cl)cc2)cs1)=N/O	9.9	-0.5	-4.0	-13.1	5.3	/	10.3	1.4	-0.4
CCn1c(SCC(=O)N2c3ccccc3CCc3ccccc32)nc2c1c(=O)n(C)c(=O)n2C	-1.0	0.0	/	/	/	-0.661	/	0.8	-4.6
O=C1C(=C(c2ccccc2)c2ccccc2)Nc2ccccc21	11.2	0.1	-6.9	7.5	1.5[fluorescence artefact?]	-1.23	1.1	-1.6	-5.0
CCCCNCC1CCCO1 (stereo unspecified)	5.3	-0.1	-19.4	-12.4	-1.8	0.399	-10.9	1.6	-0.6
CC(=O)Nc1ccccc1NC(=O)CC(C)(C)C	1.9	-1.0	1.9	3.4	-0.2	-0.683	28.1	1.4	-2.4
COCCNS(=O)(=O)c1ccc2c3c(cccc13)C(=O)N2C	-114.5	0.3	-3.3	8.3	1.1	0.935	i	0.6	-2.6
NC(=O)C1(NC(=O)[C@@H]2CC3(CC(c4cccc(NC(=O)[C@@H]5CCC(=O)N5)c4)=NO3)CN2C(=O)c2ccccc2)CC1 (stereo partly specified)	-1.9	0.3	-16.4	-24.4	0.7	0.801	-16.8	1.8	-1.5
CC(C)C(C)(C#N)NC(=O)CSc1nnc(-c2ccccc2)o1 (stereo unspecified)	-9.5	0.2	-9.5	0.5	1.1	-1.62	-1.7	-0.1	0.1
Cc1nnc(NC(=O)CN2C(=O)c3ccccc3S2(=O)=O)s1	3.3	0.6	-16.8	-3.8	-4.8	/	-7.1	1.4	0.6
COc1ccc(/C=N/n2c(C)nc3sc(C)c(C)c3c2=O)cc1	-8.1	-0.5	-17.0	-7.8	-2.7	-0.304	-3.8	0.9	-1.0
CCc1ccc(Nc2ncc3c(n2)CC(C)(C)CC3=O)cc1	/	1.8	-12.5	-4.3	-1.5	-0.741	5.7	0.6	2.6
Cc1ccc(-c2cc(C(=O)OCC(=O)Nc3ncc(C(F)(F)F)cc3Cl)c3ccccc3n2)cc1	-13.3	1.3	-23.1	-23.4	-3.7	-0.579	-51.5	1.3	1.3
Cc1ccn2c(=O)nc(SCc3cccc(C(F)(F)F)c3)nc2c1	6.8	-0.8	-6.3	-19.4	-3.3	-1.12	-12.9	0.1	-0.7
Cc1c(C(=O)Nc2nc3ccccc3[nH]2)oc2ccc(Br)cc12	7.8	0.7	-10.7	-11.6	-5.3	0.000818	-25.5	-0.2	-2.4
Cc1nn(CCO)c(N)c1C1(O)C(=O)Nc2c(Cl)cc(Cl)cc21 (stereo unspecified)	-2.1	0.6	-16.8	-11.3	-0.9	1.12	-16.0	0.1	0.3
CC(C)CCN(CCC(C)C)C/C(O)=C(\C#N)c1nc(-c2ccccc2)cs1	1.9	1.0	-5.2	-11.2	6.0	-2.13	-20.0	-0.5	2.6
O=C(N/N=C1\C/C(=N\NC(=O)c2ccncc2)c2ccccc21)c1ccncc1	4.8	0.4	-9.4	-11.2	-0.1	1.05	15.3	-0.1	-4.5
O=C(NC(NC(=S)Nc1ccccc1)C(Cl)(Cl)Cl)c1cccc(Cl)c1 (stereo unspecified)	0.8	0.6	1.5	-28.8	-10.9	/	-9.4	0.3	-6.1

Sorted by the number under PERK inhibitor (smallest number first): some entries from above
molecule	EBV gp42 inh	eIF4E 4G PPI	KCC2 mod	Calpain2 inh	PERK inhibitor
CCc1ccc(Nc2ncc3c(n2)CC(C)(C)CC3=O)cc1	-4.3	-1.5	-0.741	5.7	0.6
CC(=O)Nc1ccccc1NC(=O)CC(C)(C)C	3.4	-0.2	-0.683	28.1	1.4
NC(=O)C1(NC(=O)[C@@H]2CC3(CC(c4cccc(NC(=O)[C@@H]5CCC(=O)N5)c4)=NO3)CN2C(=O)c2ccccc2)CC1 (stereo partly specified)	-24.4	0.7	0.801	-16.8	1.8
